High-throughput results: PubChem BioAssay, Southern Research Specialized Biocontainment Screening Center
H1N1 NS1A inhibition = H1N1 influenza NS1A inhibitors, functional cell based assay (AID 504329) | NS1A functional cell-based assay, percent inhibition; higher % means a stronger effect | inhibition, % at 12.5 µM; hits with a dose series show IC50 in µM | 340,000 compounds, 0.3% hits; in the data active = a potency from the dose series; inconclusive = inhibition above about 27% without an active follow-up result; note: strong numbers were not always called active
VEEV TC-83 Vero = inhibitors of VEEV TC-83 cytopathic effect, confirmation, Vero cells (AID 588727); Vero cells, VEEV TC-83 cytopathic effect inhibition; higher % means a stronger effect; inhibition, % at 20 µM; hits with a dose series show IC50 in µM; 350,000 compounds, 0.13% hits; in the data active = a potency from the dose series; inconclusive = inhibition mostly from about 14% at the one dose, without a potency; inactive = the rest, 99 in 100 with inhibition below about 12%; note: strong numbers were not always called active
M. tuberculosis = growth inhibition of non-replicating M. tuberculosis (AID 488890) | Mycobacterium tuberculosis non-replicating, growth inhibition; higher % means a stronger effect | inhibition, % at 25 µM, or IC50 in µM where a hit was titrated | 320,000 compounds, 0.39% hits; in the data active = a potency from the dose series; inconclusive = inhibition mostly from about 82% at the one dose, without a potency; inactive = the rest, 99 in 100 with inhibition below about 76%;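 note: plate controls were DMSO cells for no effect and high antibiotic wells for full effect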
H37Rv inhibition = M. tuberculosis growth inhibition, HTS (AID 449762). M. tuberculosis H37Rv growth inhibition, 7H9 media; higher % means a stronger effect. one-dose inhibition, % at 25 µM; IC50 in µM for titrated hits. 330,000 compounds, 0.59% hits; in the data active = a potency from the dose series; inconclusive = inhibition above about 70% without an active follow-up result;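 note: bacterial growth assessed after seven days of incubation; strong numbers were not always called active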
PhoP GFP inhibition = PhoP regulon inhibitors, Salmonella typhi PhoP promoter GFP reporter, confirmatory (AID 1850); Salmonella Typhi PhoP-promoter GFP reporter, fluorescence, 4 h; higher % means a stronger effect; 310,000 compounds, 0.33% hits; inhibition, % at 50 µM, or IC50 in µM where a hit was titrated; in the data active = a potency from the dose series; inconclusive = inhibition mostly from about 25% at the one dose, without a potency; inactive = the rest, 99 in 100 with inhibition below about 19%;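 note: 0% = induced wells with vehicle and 100% = uninduced wells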
VEEV TC-83 Vero 10K pilot screen = recorded beside VEEV TC-83 Vero, whose call it bears; inhibition, %; measured here: 10K pilot screen inhibition
* = called active by the depositor; & = joins results of further samples.

Screening CCN1C(=O)[C@H]2[C@@H](c3ccc(-c4ccc(Cl)c(Cl)c4)c(OC)c3)N[C@@](C)(C(=O)OC)[C@H]2C1=O returned H1N1 NS1A inhibition 16.6%, VEEV TC-83 Vero inactive, M. tuberculosis 20.4%, H37Rv inhibition 51.9% and PhoP GFP inhibition 12.8%.
`O=C(NCCCn1ccnc1)Nc1ccc2c(c1)OCO2` gave H1N1 NS1A inhibition -13.4%, VEEV TC-83 Vero inactive, H37Rv inhibition -7.5% and PhoP GFP inhibition -11.3%.
C[C@]12C=CC(=O)C=C1C=C[C@@H]1C2CC[C@]2(C)C(=O)CCC12 (some centres undefined) was read as H1N1 NS1A inhibition -5.7%, VEEV TC-83 Vero 3.4%, M. tuberculosis 1.4%, H37Rv inhibition 0.5% and PhoP GFP inhibition 3.1%.
`CC(=O)c1c(C)[nH]c(C(=O)CSc2nc3ccccc3n2C)c1C` gave H1N1 NS1A inhibition 5.2%, VEEV TC-83 Vero 7.1%, M. tuberculosis 4.0%, H37Rv inhibition 2.2% and PhoP GFP inhibition -5.0%.
`S=C(NNc1ccnc2cc(Cl)ccc12)Nc1ccccc1Cl` gave H1N1 NS1A inhibition 15.2%, VEEV TC-83 Vero inconclusive, M. tuberculosis inconclusive, H37Rv inhibition inconclusive and PhoP GFP inhibition 2.8%.
COc1cccc(NC(=O)CSc2nnc(-c3cccc(OC(C)C)c3)n2N)c1 was read as H1N1 NS1A inhibition -9.3%, VEEV TC-83 Vero 8.9%, M. tuberculosis 24.4%, H37Rv inhibition 1.1% and PhoP GFP inhibition 1.8%.
`Cc1ccccc1C(=O)Nc1nnc(CC(=O)N/N=C/c2cn(Cc3ccccc3)c3ccccc23)s1` gave H1N1 NS1A inhibition -12.5%, VEEV TC-83 Vero 1.9%, M. tuberculosis 0.4%, H37Rv inhibition -7.6% and PhoP GFP inhibition 3.7%.
For CN1CCN(c2ccccc2NS(=O)(=O)c2ccc3c(c2)CCN3C(=O)C2CCC2)CC1 the results were M. tuberculosis 39.5%, H37Rv inhibition 12.8% and PhoP GFP inhibition 5.7%.
Screening Cc1ccc(CNC(=O)CN2C(=O)C3(OCCCO3)c3ccccc32)cc1 returned H1N1 NS1A inhibition -0.9%, VEEV TC-83 Vero inactive, M. tuberculosis -4.2%, H37Rv inhibition 4.5% and PhoP GFP inhibition 8.8%.
`O=C(c1cc2ccccc2oc1=O)N(Cc1ccccc1)CC1CCCO1` (centres undefined) gave H1N1 NS1A inhibition 2.8%, VEEV TC-83 Vero 1.2%, M. tuberculosis 1.2%, H37Rv inhibition -4.9% and PhoP GFP inhibition 5.8%.
`Cn1cc2cc(NC(N)=S)ccc2n1` gave H1N1 NS1A inhibition -4.9%, VEEV TC-83 Vero 1.6%, M. tuberculosis 4.7%, H37Rv inhibition -5.7% and PhoP GFP inhibition 8.7%.
Screening CCOC(=O)c1cnc2c(C)c(Cl)ccc2c1N1CCN(CC)CC1 returned H1N1 NS1A inhibition -7.2%, VEEV TC-83 Vero 0.2%, M. tuberculosis 17.5%, H37Rv inhibition -5.0% and PhoP GFP inhibition -0.1%.
For O=C(/C=C/c1ccccc1[N+](=O)[O-])N1CCN(C(=O)c2ccco2)CC1 the results were H1N1 NS1A inhibition -3.0%, VEEV TC-83 Vero 0.4%, M. tuberculosis -8.2%, H37Rv inhibition -3.1% and PhoP GFP inhibition 10.8%.
For O=C(NCc1ccco1)c1ccc(N2CCCC2=O)cc1 the results were H1N1 NS1A inhibition -4.2%, VEEV TC-83 Vero 2.6%, M. tuberculosis 2.0%, H37Rv inhibition -7.3% and PhoP GFP inhibition -12.4%.
`O=C(CCl)c1ccc(Cc2ncc(C(F)(F)F)cc2Cl)s1` gave H1N1 NS1A inhibition -5.3%, VEEV TC-83 Vero 5.4%, M. tuberculosis inconclusive, H37Rv inhibition inconclusive and PhoP GFP inhibition 8.5%.
COc1ccc(-c2nc(SCC(=O)Nc3cc(C)on3)n[nH]2)cc1 was read as H1N1 NS1A inhibition -9.2%, VEEV TC-83 Vero 2.1%, M. tuberculosis 75.8%, H37Rv inhibition 7.9% and PhoP GFP inhibition -14.4%.
Screening C/C(=N\NC(=O)COc1ccc(C)cc1[N+](=O)[O-])c1ccc2c(c1)OCCO2 returned H1N1 NS1A inhibition 0.0%, VEEV TC-83 Vero 2.1%, M. tuberculosis -9.7%, H37Rv inhibition -7.6% and PhoP GFP inhibition -6.1%.
For C=CCn1c(SCc2nc3ccccc3[nH]2)nnc1-c1ccc(OC)cc1 the results were H1N1 NS1A inhibition -2.6%, VEEV TC-83 Vero 0.1%, M. tuberculosis 32.6%, H37Rv inhibition 0.8% and PhoP GFP inhibition -4.7%.
`CCOC(=O)N1CCN(C(=O)CN(C2CCCCC2)S(C)(=O)=O)CC1` gave H1N1 NS1A inhibition 10.3%, VEEV TC-83 Vero 1.1%, M. tuberculosis -10.3%, H37Rv inhibition -5.6% and PhoP GFP inhibition -1.3%.
CCN=C1SC(C(=O)Nc2cccc(Cl)c2)CC(=O)N1CC (centres undefined) was read as H1N1 NS1A inhibition -14.1%, VEEV TC-83 Vero 1.7%, M. tuberculosis 0.6%, H37Rv inhibition 1.0% and PhoP GFP inhibition -14.7%.
For COc1ccccc1N=Nc1c(O)[nH]c(=S)[nH]c1=O the results were H1N1 NS1A inhibition 10.7%, VEEV TC-83 Vero 10.0%, M. tuberculosis 23.8%, H37Rv inhibition inconclusive and PhoP GFP inhibition -1.9%.
CC(C)OCC(O)CS(=O)(=O)Cc1ccccc1 (centres undefined) was read as H1N1 NS1A inhibition -5.4%, VEEV TC-83 Vero 0.1%, M. tuberculosis -5.2%, H37Rv inhibition -4.2% and PhoP GFP inhibition 1.2%.
CCN1CCN(c2ccc(S(=O)(=O)N3CCCCC3)cc2NC(=O)C(C)Oc2ccc(F)cc2)CC1 (centres undefined) was read as H1N1 NS1A inhibition 0.6%, VEEV TC-83 Vero 0.9%, M. tuberculosis 59.7%, H37Rv inhibition 7.1% and PhoP GFP inhibition 1.9%.
For O=C(Nc1ncccn1)c1ccc([N+](=O)[O-])cc1Cl the results were H1N1 NS1A inhibition 2.6%, VEEV TC-83 Vero 0.1%, M. tuberculosis -14.5%, H37Rv inhibition -7.8% and PhoP GFP inhibition -5.0%.
CC(=O)c1c(C)oc2ccc(O)c(CN3CCOCC3)c12 was read as H1N1 NS1A inhibition 10.5%, VEEV TC-83 Vero 2.1%, M. tuberculosis -6.5%, H37Rv inhibition -7.3% and PhoP GFP inhibition -3.4%.
`C=CCn1c(SCC(=O)/C(C#N)=C(\C)N)nc2sc(CC)cc2c1=O` gave H1N1 NS1A inhibition -16.4%&-13.7%, VEEV TC-83 Vero 1.6%, M. tuberculosis 8.8%, H37Rv inhibition 2.8%, PhoP GFP inhibition 1.6% and VEEV TC-83 Vero 10K pilot screen 0.2.
`Cc1cccc(CNc2ncnc3[nH]ncc23)c1` gave H1N1 NS1A inhibition 1.5% and VEEV TC-83 Vero 1.6%.
For CCc1ccc2c(CN(C)Cc3ccccc3OC)cc(=O)oc2c1 the results were H1N1 NS1A inhibition -10.6%, VEEV TC-83 Vero 1.7%, M. tuberculosis 17.1%, H37Rv inhibition 9.0% and PhoP GFP inhibition 1.4%.
For Cn1cnnc1SCC(=O)Nc1ccc2ccccc2c1 the results were H1N1 NS1A inhibition -10.6%, VEEV TC-83 Vero 1.1%, M. tuberculosis -21.0% and H37Rv inhibition -19.7%.
For C=CCn1c(O)c(/C(C)=N/NC(=S)Nc2ccccc2)c(=O)[nH]c1=O the results were H1N1 NS1A inhibition 14.3%, VEEV TC-83 Vero 2.1%, M. tuberculosis -4.8%, H37Rv inhibition -7.4% and PhoP GFP inhibition 11.7%.

In the list so far, these contain fluorine:
`O=C(CCl)c1ccc(Cc2ncc(C(F)(F)F)cc2Cl)s1` gave H1N1 NS1A inhibition -5.3%, VEEV TC-83 Vero 5.4%, M. tuberculosis inconclusive, H37Rv inhibition inconclusive and PhoP GFP inhibition 8.5%.
CCN1CCN(c2ccc(S(=O)(=O)N3CCCCC3)cc2NC(=O)C(C)Oc2ccc(F)cc2)CC1 (centres undefined) was read as H1N1 NS1A inhibition 0.6%, VEEV TC-83 Vero 0.9%, M. tuberculosis 59.7%, H37Rv inhibition 7.1% and PhoP GFP inhibition 1.9%.

(more compounds)
For O=C(NCC1CCCO1)C1CCC(=O)N1Cc1ccccc1Cl (centres undefined) the results were H1N1 NS1A inhibition 9.3%, VEEV TC-83 Vero 0.5%, M. tuberculosis -11.3%, H37Rv inhibition -8.4% and PhoP GFP inhibition 3.2%.
`O=C(Nc1ccccn1)c1ccc(Cl)c(S(=O)(=O)N2CCOCC2)c1` gave H1N1 NS1A inhibition 16.8%, VEEV TC-83 Vero 4.8%, M. tuberculosis -2.6%, H37Rv inhibition 0.1% and PhoP GFP inhibition -1.2%.
Screening CC(=O)NCC(=O)OCC(=O)c1ccc(C)c(C)c1 returned H1N1 NS1A inhibition -3.8%, VEEV TC-83 Vero 0.2%, M. tuberculosis -1.4%, H37Rv inhibition -8.0% and PhoP GFP inhibition -5.6%.
`CCO/C=C1/C(=O)N(CC)c2ccccc21` gave H1N1 NS1A inhibition 1.6%, VEEV TC-83 Vero inactive, M. tuberculosis -2.2%, H37Rv inhibition -3.5% and PhoP GFP inhibition -2.4%.
COc1cc(CC(NC(C)=O)C(=O)NC2CCN(c3nc(C)cc(C)c3C#N)CC2)cc(OC)c1 (centres undefined) was read as H1N1 NS1A inhibition 7.0%, VEEV TC-83 Vero 2.0%, M. tuberculosis -12.3%, H37Rv inhibition -5.2% and PhoP GFP inhibition -5.7%.
For CC(C)Cc1nnc(NC(=O)CC(C)c2ccccc2)s1 (centres undefined) the results were H1N1 NS1A inhibition 0.3%, VEEV TC-83 Vero 0.5%, M. tuberculosis 21.7%, H37Rv inhibition 4.7% and PhoP GFP inhibition -6.7%.
`Cc1ccc2c(c1)C1CN(C)CCC1N2C(=O)c1cccs1` (centres undefined) gave H1N1 NS1A inhibition -3.4%, VEEV TC-83 Vero inactive, M. tuberculosis 10.0%, H37Rv inhibition 4.9% and PhoP GFP inhibition 0.2%.
For CC1CN(C(=O)C(C)N2CCN(c3cccc(Cl)c3)CC2)CC(C)O1 (centres undefined) the results were H1N1 NS1A inhibition -1.0%, VEEV TC-83 Vero 1.2%, M. tuberculosis 3.5%, H37Rv inhibition -8.2% and PhoP GFP inhibition 0.1%.
For CC(C)N(c1ccccc1)c1ccc(NC(=O)C2CCCO2)cc1 (centres undefined) the results were VEEV TC-83 Vero inactive, M. tuberculosis 8.4%, H37Rv inhibition -7.6% and PhoP GFP inhibition -5.6%.
`COc1ccc(OC)c(S(=O)(=O)N2CCC(C(=O)Nc3ccc(C)c(C)c3)CC2)c1` gave H1N1 NS1A inhibition -2.7%, VEEV TC-83 Vero 8.1%, M. tuberculosis 16.6%, H37Rv inhibition -2.6% and PhoP GFP inhibition 4.1%.
For COc1cccc(OC)c1CN(C)C(=O)c1cnccc1C(F)(F)F the results were VEEV TC-83 Vero 0.2%, M. tuberculosis -3.4%, H37Rv inhibition -2.9% and PhoP GFP inhibition 7.0%.
Screening Cc1ccc(S(=O)(=O)Nc2cc(C(=O)NCCN3CCCC3)ccc2N2CCCCC2)cc1 returned H1N1 NS1A inhibition 7.3%, VEEV TC-83 Vero 0.5%, M. tuberculosis 54.4%, H37Rv inhibition -3.6%, PhoP GFP inhibition 7.0% and VEEV TC-83 Vero 10K pilot screen 0.0.
COc1ccccc1N1CSC2=C(C#N)C(c3ccc(SC)cc3)CC(=O)N2C1 (centres undefined) was read as H1N1 NS1A inhibition -5.7%, VEEV TC-83 Vero 1.5%, M. tuberculosis 4.9%, H37Rv inhibition 0.5% and PhoP GFP inhibition -2.0%.
`S=C(N/N=C/c1ccccc1Cl)Nc1cccc(Cl)c1Cl` gave H1N1 NS1A inhibition -5.4%, VEEV TC-83 Vero inactive, M. tuberculosis -7.2%, H37Rv inhibition 4.3% and PhoP GFP inhibition -6.0%.
O=C1c2cccc3c(N4CCCCC4)ccc(c23)C(=O)N1c1ccccn1 was read as H1N1 NS1A inhibition -2.5%, VEEV TC-83 Vero inactive, M. tuberculosis 23.5%, H37Rv inhibition 19.5% and PhoP GFP inhibition -47.5%.
`COc1cc(OC)c(-c2nc3ccccc3s2)cc1OC` gave H1N1 NS1A inhibition 7.9%, VEEV TC-83 Vero 6.2%, M. tuberculosis 38.6%, H37Rv inhibition inconclusive and PhoP GFP inhibition 2.8%.
Screening Cc1ccc(C2(c3ccccc3)NC(=O)N(CC(=O)NC3(C#N)CCCC3)C2=O)cc1C (centres undefined) returned H1N1 NS1A inhibition -1.6%, VEEV TC-83 Vero 7.2%, M. tuberculosis 32.8% and H37Rv inhibition 2.4%.
